Anthrax LF inh2: Bacillus anthracis LF protease inhibitors, primary screen, biochemical, multiplex microsphere, MLPCN library; Lethal factor (Bacillus anthracis), P15917; multiplex microsphere protease cleavage assay; inhibition, % at 10 µM; hit rate 0.12% among 360,000; AID 588501, 2011; note: plate controls were buffer without enzyme for full effect and enzyme alone for no effect
Target sequence (P15917 whole entry, looked up): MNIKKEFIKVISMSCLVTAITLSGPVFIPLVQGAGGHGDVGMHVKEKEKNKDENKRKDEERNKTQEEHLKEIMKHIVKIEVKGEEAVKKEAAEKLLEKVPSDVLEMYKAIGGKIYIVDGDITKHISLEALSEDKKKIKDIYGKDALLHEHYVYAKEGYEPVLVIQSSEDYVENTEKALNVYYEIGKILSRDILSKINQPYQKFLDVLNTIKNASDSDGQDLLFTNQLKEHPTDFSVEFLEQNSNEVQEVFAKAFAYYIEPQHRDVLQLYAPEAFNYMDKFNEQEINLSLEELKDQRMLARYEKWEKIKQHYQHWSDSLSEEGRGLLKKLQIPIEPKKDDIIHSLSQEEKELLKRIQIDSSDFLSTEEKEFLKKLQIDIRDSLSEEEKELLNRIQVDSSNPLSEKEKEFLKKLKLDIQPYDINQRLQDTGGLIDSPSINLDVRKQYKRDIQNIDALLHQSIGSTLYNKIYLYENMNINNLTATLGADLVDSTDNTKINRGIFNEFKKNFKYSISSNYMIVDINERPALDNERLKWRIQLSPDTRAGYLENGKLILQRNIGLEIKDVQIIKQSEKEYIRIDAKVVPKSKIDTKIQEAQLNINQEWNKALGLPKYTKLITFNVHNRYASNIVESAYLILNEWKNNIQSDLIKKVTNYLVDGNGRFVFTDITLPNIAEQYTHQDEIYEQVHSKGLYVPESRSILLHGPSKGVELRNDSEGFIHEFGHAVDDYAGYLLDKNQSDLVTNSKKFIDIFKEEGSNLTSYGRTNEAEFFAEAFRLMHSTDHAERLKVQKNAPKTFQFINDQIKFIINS
FadD28 FP inh: inhibitors of FadD28 bisubstrate probe binding, primary screen, biochemical, fluorescence polarization, single point; Mycobacterium tuberculosis FadD28 fatty-acid-AMP ligase; hit rate 0.22% among 360,000; inhibition, % at 12.5 µM; in the data active = inhibition above about 8.5%, passing the limit was not always enough; inconclusive = no clear call, values can overlap the other calls
TcdB GH inh: TcdB glycohydrolase inhibitors, primary screen, biochemical, single point, plate reader | Toxin B (Clostridioides difficile), P18177 | TcdB glycohydrolase enzymatic assay | inhibition, % at 9.99 µM | hit rate 0.24% among 350,000; in the data active = inhibition above about 10%
PrPC TRFRET: inhibitors of human cell surface prion protein PrPC, primary screen, cell-based, TR-FRET | TR-FRET read-out | inhibition, % at 13.8 µM | hit rate 0.43% among 370,000; in the data active = inhibition above about 24%; note: 0% = median of the test wells and 100% = reference compound wells
PfHsp40 rescue: rescue of yeast from PfHsp40 toxicity, primary screen, S. cerevisiae, ATP luminescence. S. cerevisiae expressing PfHsp40, growth rescue. growth rescue, % at 12.5 µM. hit rate 0.68% among 340,000; in the data active = growth rescue above about 28%, passing the limit was not always enough; inconclusive = no clear call, values can overlap the other calls;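 note: yeast W303a lacking pdr1 and pdr3 grown in galactose medium; growth measured after three days at 30 °C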
BoNT-A LC inh2: BoNT/A light chain protease inhibitors, primary screen, biochemical, flow cytometry, MLPCN library | inhibition, % at 10 µM | hit rate 0.17% among 360,000 | Botulinum neurotoxin type A light chain protease (Clostridium botulinum A str. ATCC 3502) | multiplex microsphere protease substrate cleavage | AID 588499, 2011; note: plate controls were buffer without enzyme for full effect and enzyme alone for no effect
CCHFV vOTU inh: CCHFV vOTU protease inhibitors, primary screen, biochemical, Pep-AMC substrate, fluorescence; AID 651958, 2012; hit rate 0.55% among 370,000; inhibition, % at 11.5 µM; in the data active = inhibition above about 30%; note: 0% = vehicle wells with enzyme and 100% = no enzyme wells
BoNT F protease: BoNT/F light chain protease inhibitors, primary screen, biochemical, flow cytometry, MLPCN library | Botulinum neurotoxin type F light chain protease (Clostridium botulinum) | Multiplex microsphere protease cleavage assay | inhibition, % at 10 µM | hit rate 0.22% among 360,000 | AID 588497, 2011; in the data active = inhibition above about 35%, passing the limit was not always enough; inconclusive = no clear call, values can overlap the other calls; note: plate controls were buffer without enzyme for full effect and enzyme alone for no effect
Y pestis TopoI: Yersinia pestis topoisomerase I inhibitors, primary screen, biochemical, cleavage product accumulation, plate reader, single point. hit rate 0.064% among 360,000. Y. pestis Topo-I cleavage product accumulation. activity, % at 10 µM. AID 504884, 2011; in the data active = activity above about 50%, passing the limit was not always enough; inconclusive = no clear call, values can overlap the other calls; note: inactives centre near 2
* = called active by the depositor; ? = inconclusive; / = no result given. Cut-off read from the data, not from the text of the source, unless noted: active = inhibition above about 30%; inconclusive = no clear call, values can overlap the other calls; inactive = below that. Not a hit list; any-hit rate near 2.3%.

SMILES	Anthrax LF inh2	FadD28 FP inh	TcdB GH inh	PrPC TRFRET	PfHsp40 rescue	BoNT-A LC inh2	CCHFV vOTU inh	BoNT F protease	Y pestis TopoI
Cc1ccc2c(c1)OC(=O)CC2c1ccccc1 (stereo not given)	0.2	-1.1	/	2.0	1.8	0.9	17.6	7.7	16.7
O=C(CCCN1C(=O)/C(=C\c2cccs2)SC1=S)Nc1ccc(O)cc1	-2.0	/	0.9	-4.1	-1.2	0.9	13.6	-8.7	1.7
O=C(CSc1nnc(CNc2ccc(F)cc2)n1Cc1ccccc1)NCc1ccco1	-4.6	-5.2	/	-3.2	0.0	0.1	8.3	-10.6	19.3
CC(C)Cc1nnc(NC(=O)Cc2ccccc2[N+](=O)[O-])s1	-7.8	-1.1	-0.6	-9.2	-0.9	-0.1	-15.4	5.2	-3.0
N#Cc1cccc(CN2CCCN(Cc3ccc(F)cc3)S2(=O)=O)c1	-3.2	0.9	0.0	9.8	/	0.8	13.3	10.0	-7.6
CCSCCOC(=O)C1=C(C)NC(=O)NC1c1cccc(OC)c1OC (stereo not given)	-1.7	-3.0	-0.2	5.3	0.1	0.5	13.2	-6.2	-0.8
CCCCC[C@H](O)/C=C/[C@@H]1[C@@H](C/C=C\CCCC(=O)OC)[C@@H](O)C[C@H]1O	-5.1	-4.0	/	/	-2.9	-3.0	/	-67.2	4.2
Nc1ccc2c(c1)sc1ccccc12	-4.4	-0.8	/	0.9	0.9	-0.1	-0.2	-7.5	-6.8
O=C1/C(=C/c2ccccc2)CCc2ccc(Cl)nc21	1.1	-2.6	0.6	-2.4	1.9	0.1	9.4	2.4	4.0
Cc1[nH]c(=O)[nH]c(=O)c1S(=O)(=O)N1CCCC(C(=O)NCCc2ccc(Cl)cc2)C1 (stereo not given)	-4.1	-2.2	/	/	1.1	-0.9	/	-20.8	4.4
CC(C)(C(=O)N1CCC1(C)C(=O)NS(=O)(=O)c1cccc(F)c1)c1ccccc1 (stereo not given)	-8.2	-2.9	-0.1	0.0	/	-0.4	6.1	-2.8	-2.1
Cn1cc(C(=O)C(=O)NC2CCCCC2)c2ccccc21	-4.7	0.6	1.9	4.3	0.6	-1.4	-1.3	-11.5	17.5
CCn1c(=NC(=O)CS(=O)(=O)c2ccc(F)cc2)sc2cccc(OC)c21	-1.3	-1.7	1.7	12.6	-1.4	3.2	-0.4	?	21.9
CC(OC(=O)c1ccc(NS(=O)(=O)c2ccc3[nH]c(=O)[nH]c3c2)cc1)C(=O)Nc1ccc(Cl)cc1 (stereo not given)	-6.5	-23.8	0.9	-3.9	0.4	-1.5	8.6	-4.2	0.8
Cc1ccnc(NS(=O)(=O)c2ccc(NC(=O)C3C4C=CC(C4)C3C(=O)O)cc2)n1 (stereo not given)	-1.6	1.1	0.1	5.8	0.1	0.3	-4.3	0.2	2.6
O=C(CN1C(=O)C2CC=CCC2C1=O)NCc1ccc2c(c1)OCO2 (stereo not given)	-1.3	0.1	/	5.5	-0.5	-0.5	2.3	10.7	1.5
COc1cccc(CNc2nc3cc(C(C)=C(C)C)sc3c(=O)n2C)c1	-2.3	-3.5	0.6	4.1	/	0.5	4.7	-2.9	7.7
COc1cccc(Nc2nnc(SCC(=O)Nc3sccc3C(N)=O)s2)c1	5.3	-1.2	0.5	9.9	1.0	-0.3	0.5	-8.1	-3.2
O=C(CN1CCCCC1)NCC(=O)Nc1ccc(Br)cc1C(=O)c1ccccc1	0.0	-3.7	/	-6.3	-1.6	0.1	12.7	-0.5	9.5
O=C(c1ccc(O)cc1)c1ccc(Cl)cc1	-0.1	-0.2	/	-1.5	4.9	0.1	13.2	0.3	-0.5
Cc1ccc(NC(=O)C2CCC(CNC(=O)[C@@H]3Cc4ccccc4CN3)CC2)c(C)c1 (stereo not given in full)	-3.5	-1.4	-0.3	-1.8	-1.4	-0.4	-6.6	1.7	30.2
CCc1cc(C(=O)N2CCCC(C(=O)c3ccc(Oc4ccccc4)cc3)C2)n(C)n1 (stereo not given)	-1.2	-6.1	0.2	8.2	4.6	0.8	11.2	4.5	22.4
O=C(NNC(=O)c1cccs1)Nc1cccc(Cl)c1	-5.8	1.5	/	5.2	-1.1	-2.6	-15.6	-22.9	10.8
CCC/C(=N\NC(=O)CCC(=O)NCc1ccccc1)c1ccccc1	-12.6	-2.5	0.2	-0.1	1.5	0.1	-5.7	-1.3	0.0
COc1ccc(CCNC(=O)CCC(=O)n2ncc3ccc(Cl)cc32)cc1OC	-0.6	-1.1	1.3	-5.4	-0.9	-1.3	-3.8	-0.6	23.0
O=C1CCC(c2ccccc2)(c2ccccc2)CC1	6.0	-4.5	0.4	-0.1	-2.3	-2.9	-12.2	?	-3.7
C=CC[C@@H](CC(=O)OC(C)(C)C)C(=O)OC[C@H]1CCCN1C(=O)[C@@H](CC=C)CC(=O)N(CCO)Cc1ccccc1	3.4	-1.6	1.8	-8.1	-0.3	0.7	9.1	-3.1	43.2
COCCNC(=O)C1CCCN(C(=O)c2cc(C(C)(C)C)nn2C)CC1 (stereo not given)	-6.2	-0.8	0.3	1.0	/	-0.3	-12.2	-3.3	10.6
Cc1c(NC(=O)C(C)OC(=O)/C=C/c2ccc3c(c2)OCO3)c(=O)n(-c2ccccc2)n1C (stereo not given)	-5.9	-2.7	0.3	7.7	0.9	0.0	1.7	2.3	5.2
CCc1nc2c(OCCc3cccc(OC)c3)cccn2c1N(C)C(=O)c1cccs1	-1.3	-5.2	0.8	11.0	/	-0.4	12.0	-5.6	27.7
CCc1ccc(NC(=O)C(=O)NCCOc2ccccc2Cl)cc1	-4.7	-0.3	0.7	-2.9	-1.5	-0.4	-7.7	3.9	7.7
O=C(C1=NN(c2ccccc2)C(=O)CC1)N1CCc2ccccc2C1	1.4	-3.2	1.3	-6.3	-0.6	1.2	10.2	2.5	-0.2
O=C(NCc1ccccc1)C1=C[C@@H](c2coc3ccccc3c2=O)C[C@@H](OCCCCO)O1	-1.1	-3.0	1.5	5.8	1.0	-0.1	-7.8	0.2	0.5
Nc1cccc(NC(=O)c2ccco2)c1	-7.6	-1.4	0.9	-4.2	2.7	-0.3	-4.5	29.5	9.2
CCCCN(C(=O)CSc1cc(C)c2ccc(OC)cc2n1)c1c(N)n(Cc2ccccc2)c(=O)[nH]c1=O	0.9	-3.9	-8.6	7.8	0.1	2.5	17.3	-1.9	39.3
C=CCc1cccc(/C=N/NC(=O)C(C)Nc2cccc(C)c2)c1O (stereo not given)	1.1	-1.7	0.9	2.6	0.2	-0.3	-1.1	-3.2	-7.1
CC(C)CCNC(=O)C1CCCN1C(=O)NC1CCCCC1 (stereo not given)	-5.8	0.6	/	7.3	-0.7	-0.5	1.4	-0.7	-3.0
CN(c1ccc(Cl)cc1)S(=O)(=O)c1nnc(NC(=O)C(C)(C)C)s1	10.2	0.5	0.1	6.7	-0.1	-1.1	-4.4	?	1.6
O=c1cc(-c2ccccc2)nc(N2CCN(Cc3ccc4c(c3)OCO4)CC2)[nH]1	-1.4	0.3	/	1.2	0.9	-1.6	5.4	3.1	26.4
O=C(COC(=O)CCc1ccccc1)NCc1ccc2c(c1)OCO2	-4.3	-1.2	2.1	7.9	-0.5	0.3	3.8	-0.6	8.4

In another format: results already given
Values in the order – Anthrax LF inh2	FadD28 FP inh	TcdB GH inh	PrPC TRFRET	PfHsp40 rescue	BoNT-A LC inh2	CCHFV vOTU inh	BoNT F protease	Y pestis TopoI
- COc1ccc(CCNC(=O)CCC(=O)n2ncc3ccc(Cl)cc32)cc1OC
    -0.6	-1.1	1.3	-5.4	-0.9	-1.3	-3.8	-0.6	23.0
- O=C1CCC(c2ccccc2)(c2ccccc2)CC1
    6.0	-4.5	0.4	-0.1	-2.3	-2.9	-12.2	?	-3.7
- C=CC[C@@H](CC(=O)OC(C)(C)C)C(=O)OC[C@H]1CCCN1C(=O)[C@@H](CC=C)CC(=O)N(CCO)Cc1ccccc1
    3.4	-1.6	1.8	-8.1	-0.3	0.7	9.1	-3.1	43.2
- COCCNC(=O)C1CCCN(C(=O)c2cc(C(C)(C)C)nn2C)CC1 (stereo not given)
    -6.2	-0.8	0.3	1.0	/	-0.3	-12.2	-3.3	10.6
- Cc1c(NC(=O)C(C)OC(=O)/C=C/c2ccc3c(c2)OCO3)c(=O)n(-c2ccccc2)n1C (stereo not given)
    -5.9	-2.7	0.3	7.7	0.9	0.0	1.7	2.3	5.2
- CCc1nc2c(OCCc3cccc(OC)c3)cccn2c1N(C)C(=O)c1cccs1
    -1.3	-5.2	0.8	11.0	/	-0.4	12.0	-5.6	27.7

Next section:
SMILES	Anthrax LF inh2	FadD28 FP inh	TcdB GH inh	PrPC TRFRET	PfHsp40 rescue	BoNT-A LC inh2	CCHFV vOTU inh	BoNT F protease	Y pestis TopoI
CC1CCN(C2CC(=O)N(c3ccccc3)C2=O)CC1 (stereo not given)	-0.9	-3.0	-1.3	-3.1	6.7	0.3	13.9	0.1	1.5
O=C(CC[C@H]1O[C@@H](n2cnc3c(NC(=O)c4ccccc4)ncnc32)[C@H](O)[C@@H]1O)NCc1ccc2c(c1)OCO2	3.6	-1.5	-0.2	-4.1	/	0.0	-9.0	8.1	/
CCOC(=O)CN1C(=O)N[C@@H](CCc2ccccc2)[C@H](C(C)=O)[C@H]1C	-3.2	-0.3	0.3	5.0	-1.2	-0.1	4.9	1.1	2.5
COC(=O)Cn1c(=O)c2c(nc3n2CC(C)CN3c2ccc(C)c(C)c2)n(C)c1=O (stereo not given)	-7.3	0.8	1.7	-1.1	-0.2	-0.8	-6.2	-3.0	8.8
OCC1(CCOc2ccccc2)CCN(CC2=Cc3cc(Cl)ccc3OC2)CC1	-2.7	-4.1	0.3	-9.1	5.5	-0.5	4.7	-4.3	1.6
Cc1ccc(NC(=O)CN(C)S(=O)(=O)c2cnc[nH]2)c(C)c1	-2.0	-1.0	0.4	-1.6	-1.5	0.7	13.0	3.4	-4.8
Cn1cnc2c1c(=O)[nH]c(=O)n2Cc1ccccc1	1.5	-2.3	0.4	-0.9	-0.4	0.7	2.3	-4.6	3.0
O=C(Nc1ccccc1)C1CC(=O)N(c2ccc3c4c(cccc24)CC3)C1 (stereo not given)	-4.8	0.2	/	-7.8	-0.4	-0.8	18.7	-5.5	17.4
CCc1noc(C)c1C(=O)Nc1ccccc1C(C)(C)C	7.4	-3.7	0.6	-5.2	-2.5	-0.1	-4.0	4.8	-2.5
O=C(CCCCCN1C(=O)c2cccc3cccc(c23)C1=O)NCCO	0.2	-1.7	0.7	-37.2	1.9	-0.1	1.1	0.8	4.3
O=C(CCCOc1ccc(Cl)cc1Cl)N/N=C/c1cccc([N+](=O)[O-])c1	1.3	0.5	2.0	-1.5	-0.2	0.3	3.6	1.7	-0.9
CC(=O)c1ccc2c(c1)OCCOCCOCCOCCOCCO2	-1.2	-1.5	1.5	-5.7	/	0.8	-9.7	0.2	-6.9
Cc1ccc(S(=O)(=O)N/N=C(\c2ccccc2)c2cccnc2)cc1	-0.3	-0.3	2.4	-7.0	-1.5	0.5	-2.8	1.0	9.1
O=C(C1CCN(c2nnc(-n3cccc3)s2)CC1)N1CCN(c2cccc(C(F)(F)F)c2)CC1	5.9	-2.8	/	4.2	3.5	-0.2	-1.9	-1.9	29.9
CC1CCc2c(sc3nc(CN4CCOCC4)nc(Sc4ccccc4)c23)C1 (stereo not given)	-4.7	-4.3	/	0.6	0.2	-0.7	10.7	-2.7	7.1
CCN(CC)C(=O)CSc1nnc(-c2cnccn2)n1-c1ccc(C)cc1	1.2	-2.6	/	0.9	0.6	0.9	1.6	0.8	-6.2
COc1nc(-c2ccccc2)cc(C(F)(F)F)n1	-5.3	-0.2	0.3	4.1	1.1	-2.3	18.4	-7.1	9.2

Compound activity (PubChem)
